# Myeloid diff MLP – induction of myeloid progenitor differentiation, primary screen, cell-based, flow cytometry, MLPCN library; ER-HoxA9 myeloid progenitors, lysozyme-GFP differentiation; calls only at 10 µM; 1% of 360,000 active; AID 624256, 2012;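 active means normalized GFP-positive differentiation at or above the plate's own cutoff, the solvent-only control mean plus 3 SD; inconclusive means no clear call, values can overlap the other calls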;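 further: cells exposed to compound for four days before flow analysis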
# Myeloid diff MLP GFP+ MAC1+ % – further read-out of Myeloid diff MLP, marked with its call; GFP+ MAC1+ double positive, %; measured here: differentiation confirmed by MAC1 staining
# Numbers without * were called inactive; i = inactive; ? = inconclusive; . = no result given.
SMILES,Myeloid diff MLP,Myeloid diff MLP GFP+ MAC1+ %
O=c1[nH]c(=S)[nH]c2c1C(c1cccc(C(F)(F)F)c1)OC(CCc1ccccc1)C2 (stereo not drawn),i,0.8
NC(c1ccccc1)c1cccs1 (stereo not drawn),i,0.8
Nc1ccc(S(=O)(=O)NN=Cc2ccccc2[N+](=O)[O-])cc1,i,0.5
COc1cc(-c2coc3c(C(=O)Nc4ccc(C(C)C)cc4)cccc23)ccc1O,i,1.7
OC(c1ccc(F)c(F)c1)c1nc(-c2ccncc2)cs1 (stereo not drawn),i,1.5
CCc1nc2c(OCc3cccc(Cl)c3)cccn2c1N(C)C(=O)CC(C)C,i,0.7
COc1cccc(C(C)(O)c2nc(-c3cccc(C(F)(F)F)c3)cs2)c1 (stereo not drawn),i,0.5
Cc1cccc(C)c1-n1nnnc1C1c2ccccc2C(=O)N1CCc1ccc(O)cc1 (stereo not drawn),i,1.1
CCn1c(SCC(=O)NC2CC2)nnc1-c1ccccc1,i,1.6
c1nnc(NCNc2nncs2)s1,i,0.6
CC(N)c1csc(Nc2ncccn2)n1 (stereo not drawn),i,0.8
CCOC(=O)C1(C)CCCN1C(=O)c1ccc(OC)c(OC)c1 (stereo not drawn),i,1.8
CCOC(=O)c1ccc(NC(=O)C2(N3C(=O)c4ccccc4C3=O)CCCC2)cc1,i,1.2
CCOC(=O)C1CCCN(C(=O)c2ccc(OC)cc2)CC1 (stereo not drawn),i,1.3
O=C(OCc1cn([C@@H]2C[C@H](c3ccccc3)N(Cc3cccs3)C[C@H]2O)nn1)c1ccccc1,i,0.7
C[C@H](NC(=O)c1nc[nH]c1C(=O)NC[C@@H](C)O)c1ccccc1,i,0.7
Brc1ccc([C@H]2C=C[C@H]3CCCN4CC[C@H]2[C@@H]3[C@]42CO2)cc1,i,0.4
Nc1c(/C=C2/C=CC(=O)C(O)=C2)c(=O)nc2sc(CC(=O)N3CCOCC3)nn12,i,5.3
O=C1NC[C@H](Cc2ccc(O)cc2)N(C[C@@H]2CCCN2C[C@H](Cc2ccc(O)cc2)N2C[C@H](Cc3ccccc3)N(CCc3ccccc3)C(=O)C2=O)C1=O,i,1.1
CCOc1ccccc1N(CC(=O)NCCc1ccc(OC)cc1)S(=O)(=O)c1ccc(C)cc1,i,1.0
CC(C)COC(=O)N1CCCCC1c1cc(C(=O)Nc2ccc3c(c2)OCO3)no1 (stereo not drawn),i,0.5
Cc1cn(CC(=O)N2CCN(c3ccccn3)CC2)c(=O)[nH]c1=O,i,0.8
COCCn1c(=S)[nH]c2cc(C(=O)NC3CCCCCC3)ccc2c1=O,i,0.5
N#CC(=C(O)CN1CCN(c2ccccc2F)CC1)c1nc(-c2ccc(Cl)cc2)cs1,i,1.1
CC1(C(=O)NCCC#N)CCN1C(=O)C1(c2ccccc2)CC1 (stereo not drawn),i,1.3

# Structures from the list above containing a halogen, in the order listed:
SMILES,Myeloid diff MLP,Myeloid diff MLP GFP+ MAC1+ %
O=c1[nH]c(=S)[nH]c2c1C(c1cccc(C(F)(F)F)c1)OC(CCc1ccccc1)C2 (stereo not drawn),i,0.8
OC(c1ccc(F)c(F)c1)c1nc(-c2ccncc2)cs1 (stereo not drawn),i,1.5
CCc1nc2c(OCc3cccc(Cl)c3)cccn2c1N(C)C(=O)CC(C)C,i,0.7
COc1cccc(C(C)(O)c2nc(-c3cccc(C(F)(F)F)c3)cs2)c1 (stereo not drawn),i,0.5
Brc1ccc([C@H]2C=C[C@H]3CCCN4CC[C@H]2[C@@H]3[C@]42CO2)cc1,i,0.4
N#CC(=C(O)CN1CCN(c2ccccc2F)CC1)c1nc(-c2ccc(Cl)cc2)cs1,i,1.1

# Part of the list above in order of molar mass, descending:
SMILES,Myeloid diff MLP,Myeloid diff MLP GFP+ MAC1+ %
N#CC(=C(O)CN1CCN(c2ccccc2F)CC1)c1nc(-c2ccc(Cl)cc2)cs1,i,1.1
CC(C)COC(=O)N1CCCCC1c1cc(C(=O)Nc2ccc3c(c2)OCO3)no1 (stereo not drawn),i,0.5
CCOC(=O)C1(C)CCCN1C(=O)c1ccc(OC)c(OC)c1 (stereo not drawn),i,1.8
C[C@H](NC(=O)c1nc[nH]c1C(=O)NC[C@@H](C)O)c1ccccc1,i,0.7

# Following part:
SMILES,Myeloid diff MLP,Myeloid diff MLP GFP+ MAC1+ %
COc1ccc(N=Cc2ccccc2O)cc1,i,1.6
COC[C@@H]1CCCN1c1ccc2c(c1)O[C@H](COCc1ccccc1)CN([C@H](C)c1ccccc1)S2(=O)=O,i,1.5
CCCCNC(=O)C1c2ccccc2OCC(=O)N1CCc1ccccc1 (stereo not drawn),i,1.2
COCCn1c(SCC(=O)NCCCN2CCCC2=O)nc2sc3c(c2c1=O)CCCC3,i,0.3
COC(=O)[C@]12CCCCC=C1N(Cc1cccc3ccccc13)C(=O)[C@H](CC(=O)N1CCN(C(=O)c3ccco3)CC1)C2,i,0.7
COc1cccc(-c2cnc3c(NC=O)cc(-c4ccc(S(C)(=O)=O)cc4)cn23)c1,i,2.1
COc1ccc(C(O)c2nc(-c3cc4ccccc4o3)cs2)cc1 (stereo not drawn),i,0.5
COc1cc(F)ccc1-c1cc(C(=O)NCc2ccc(F)cc2)[nH]n1,i,0.5
COC(=O)[C@]12CCCCC=C1N(Cc1ccc3c(c1)OCO3)C(=O)[C@H](CC(=O)NCc1cccs1)C2,i,0.4
CN(C)Cc1csc(NC(=O)Nc2cccc(Cl)c2)n1,i,0.4
COc1cc(NC(=O)[C@H]2O[C@@H](n3cnc4c(N)ncnc43)[C@H](O)[C@@H]2O)cc(OC)c1OC,i,0.5
CSc1ncnc2c1ncn2CCCNCCCc1ccccc1,i,0.5
COc1ccc(S(=O)(=O)Nc2ccc3c(c2)C(=O)N([C@H](C)CO)C[C@H](C)[C@@H](CN(C)S(=O)(=O)c2ccc(OC)cc2)O3)cc1,i,0.2
CCCS(=O)(=O)NC(=O)C1(C)CCCN(C(=O)c2c(-c3ccccc3)noc2C)C1 (stereo not drawn),i,0.9
Cc1cc(F)ccc1-c1cc(C(=O)NCc2cccs2)[nH]n1,i,0.6
CCNC(=S)NCC,i,0.5
CCCCOC(=O)c1ccc(NC(=O)COC(=O)C2CC2C)cc1 (stereo not drawn),i,0.6
CC(=O)c1ccc(NC(=O)CN2CCN(S(=O)(=O)c3ccc4c(c3)OCCO4)CC2)cc1,i,0.6
COc1cc(CNc2ncnc3c2ncn3[C@H]2CN(Cc3cccc4ccccc34)C[C@@H](CO)O2)cc(OC)c1OC,i,1.1
CCN1C[C@@H]2[C@@H]3C(=O)N(C)C(=O)[C@@H]3[C@](CC)(C1=O)N2C(=O)c1ccc(Cl)cc1,i,1.6
Cn1nc(C(=O)NNC(=O)Cc2ccc(S(=O)(=O)N3CCOCC3)s2)c2ccccc2c1=O,i,1.1
N#Cc1ccccc1S(=O)(=O)NC(=O)[C@H]1O[C@@H](n2cnc3c(N)ncnc32)[C@H](O)[C@@H]1O,i,1.2
O=CNc1cc(-c2ccc(C(=O)NC3CC3)cc2)cn2c(-c3ccccc3)cnc12,?,.
C[C@H]1CN([C@@H](C)CO)S(=O)(=O)c2ccc(Br)cc2O[C@@H]1CN(C)S(=O)(=O)c1ccccc1F,i,0.9
CCCc1c(C(=O)N/N=C(\C)c2ccc(CC(C)C)cc2)nnn1-c1nonc1N,i,0.4

# Copied from the list:
# Result of COCCn1c(SCC(=O)NCCCN2CCCC2=O)nc2sc3c(c2c1=O)CCCC3 in Myeloid diff MLP GFP+ MAC1+ %: 0.3
# Result of NC(c1ccccc1)c1cccs1 (stereo not drawn) in Myeloid diff MLP GFP+ MAC1+ %: 0.8
# Result of CCCCOC(=O)c1ccc(NC(=O)COC(=O)C2CC2C)cc1 (stereo not drawn) in Myeloid diff MLP GFP+ MAC1+ %: 0.6
# Result of CC1(C(=O)NCCC#N)CCN1C(=O)C1(c2ccccc2)CC1 (stereo not drawn) in Myeloid diff MLP GFP+ MAC1+ %: 1.3

# Other records follow.
SMILES,Myeloid diff MLP,Myeloid diff MLP GFP+ MAC1+ %
CCc1nc2c(OCCC3CCCCC3)cccn2c1N(C)C(=O)C(C)C,i,1.8
C[C@H]1CN([C@@H](C)CO)C(=O)CCCn2nncc2CO[C@H]1CN(C)S(=O)(=O)c1ccc(Oc2ccccc2)nc1,i,0.7
Clc1ccc(CSc2cnnc3ccccc23)cc1Cl,i,2.7
O=C(c1cc2c(c(-c3cccc(-c4ccc(F)cc4)c3)n1)[C@H](CCO)N(C(=O)c1ccc3c(c1)OCO3)C2)N1CCOCC1,i,0.5
CCOC1=C2CN(S(=O)(=O)c3ccc(C)cc3)[C@@H](c3ccccc3)C[C@H]2[C@H]2C(=O)N(c3ccccc3)C(=O)[C@H]2C1,i,1.4
CC1=C(C(=O)N(C)C)CC(CC(=O)NCCc2ccccn2)C(=O)N1Cc1ccc(C(C)(C)C)cc1 (stereo not drawn),i,1.6
COc1ccc(OC)c(CN2C(=O)c3ccccc3C2c2nnnn2Cc2ccccc2)c1 (stereo not drawn),i,0.8
COC(=O)[C@]12CCCCC=C1N(Cc1ccccc1)C(=O)[C@H](CC(=O)NCc1ccccc1)C2,i,0.5
O=c1cc(-c2ccccc2)oc2cc(O)ccc12,i,3.5
O=C(NCc1ccco1)c1cccc(-c2ccc3nncn3c2)c1,i,0.9

# Whole records as entered above.
# O=C(c1cc2c(c(-c3cccc(-c4ccc(F)cc4)c3)n1)[C@H](CCO)N(C(=O)c1ccc3c(c1)OCO3)C2)N1CCOCC1 as listed: Myeloid diff MLP: i; Myeloid diff MLP GFP+ MAC1+ %: 0.5
# O=C(NCc1ccco1)c1cccc(-c2ccc3nncn3c2)c1 as listed: Myeloid diff MLP: i; Myeloid diff MLP GFP+ MAC1+ %: 0.9

# Only part of the results is shown; rates above refer to the full screens.
